Compound activity as filed in PubChem.
TRPC6 inhibitor: inhibitors of mouse TRPC6 channel. 1.1% of 310,000 active. Q61143. B-score at 10 µM. HEK293-TRPC6, membrane potential dye, ACh-evoked depolarization; active compounds read low;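 active means B-score under library mean minus 3 SD, initial fluorescence not abnormally high, positive integrated signal ratio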;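 further: B-score derived from integrated fluorescence ratio over the kinetic read; more negative B-score means stronger inhibition of depolarization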
MrgX1 PAM: allosterically activates human MrgX1 receptor signaling; MrgX1-HEK293, Fluo-4 calcium flux, FDSS; active compounds read high; 0.63% of 310,000 active; B-score at 10 µM; Q96LB2;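 active means plate-corrected calcium response at least 3 library SD above typical, normal starting fluorescence, not activating the receptor alone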;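 further: compound read alongside a low EC10 to EC30 dose of BAM8-22 agonist; peak minus trough fluorescence over baseline measured at the second addition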
MrgX1 antag: human MrgX1 receptor antagonism, primary screen; Q96LB2; MRGX1-HEK293 calcium flux, Fluo-4, BAM8-22 antagonism; active compounds read low; B-score at 10 µM; 1.3% of 310,000 active; AID 588676;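 active means calcium-response B-score plate-corrected more than 3 library SD below zero, starting fluorescence within 5 deviations, no agonist response on first addition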;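 further: peak minus trough fluorescence over baseline after final BAM8-22 challenge near maximal dose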
MrgX1 ag: agonists of human MrgX1 receptor | MrgX1-HEK293 cells, Fluo-4 calcium fluorescence, agonist mode; active compounds read high | 0.44% of 310,000 active | B-score at 10 µM | Q96LB2 | AID 588627;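 active means calcium response B-score plate-corrected fluorescence ratio at least 3 library SD, with starting fluorescence B-score inside 5 SD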
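Assay system: stable human MrgX1 HEK293 cell line. Quantity: 15,000 cells per well. Schedule: cells plated overnight, dye loaded 0.5 h 37 °C, 0.5 h room temperature. Detection: Fluo-4 NW calcium-flux fluorescence, kinetic read. Read-out basis: peak-minus-minimum fluorescence over baseline, converted to B scores. Control set: positive and negative control wells on each plate.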
TMEM16A inh: inhibitors of mouse TMEM16A calcium-activated chloride channel | Q8BHY3 | HEK293 TMEM16A/YFP iodide influx fluorescence, ionomycin | normalized B-score (activity score, 25-100; higher = stronger inhibition) at 10 µM | 1.2% of 310,000 active | AID 588511;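 active means ratio plate-corrected score three or more library SD toward inhibition, starting fluorescence score within five deviations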;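 further: score derived from kinetic fluorescence span divided by baseline fluorescence per well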
TRPC4 block: blocks the mouse TRPC4 cation channel; Q9QUQ5; HEK293 TRPC4beta/mu-opioid, DAMGO-evoked Fluo4 calcium flux; active compounds read low; B-score at 10 µM; 0.39% of 300,000 active;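 active means B-score over 3 SD under the library average, no early fluorescence shift, positive overall ratio signal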
Target sequence (Q9QUQ5 whole entry, looked up): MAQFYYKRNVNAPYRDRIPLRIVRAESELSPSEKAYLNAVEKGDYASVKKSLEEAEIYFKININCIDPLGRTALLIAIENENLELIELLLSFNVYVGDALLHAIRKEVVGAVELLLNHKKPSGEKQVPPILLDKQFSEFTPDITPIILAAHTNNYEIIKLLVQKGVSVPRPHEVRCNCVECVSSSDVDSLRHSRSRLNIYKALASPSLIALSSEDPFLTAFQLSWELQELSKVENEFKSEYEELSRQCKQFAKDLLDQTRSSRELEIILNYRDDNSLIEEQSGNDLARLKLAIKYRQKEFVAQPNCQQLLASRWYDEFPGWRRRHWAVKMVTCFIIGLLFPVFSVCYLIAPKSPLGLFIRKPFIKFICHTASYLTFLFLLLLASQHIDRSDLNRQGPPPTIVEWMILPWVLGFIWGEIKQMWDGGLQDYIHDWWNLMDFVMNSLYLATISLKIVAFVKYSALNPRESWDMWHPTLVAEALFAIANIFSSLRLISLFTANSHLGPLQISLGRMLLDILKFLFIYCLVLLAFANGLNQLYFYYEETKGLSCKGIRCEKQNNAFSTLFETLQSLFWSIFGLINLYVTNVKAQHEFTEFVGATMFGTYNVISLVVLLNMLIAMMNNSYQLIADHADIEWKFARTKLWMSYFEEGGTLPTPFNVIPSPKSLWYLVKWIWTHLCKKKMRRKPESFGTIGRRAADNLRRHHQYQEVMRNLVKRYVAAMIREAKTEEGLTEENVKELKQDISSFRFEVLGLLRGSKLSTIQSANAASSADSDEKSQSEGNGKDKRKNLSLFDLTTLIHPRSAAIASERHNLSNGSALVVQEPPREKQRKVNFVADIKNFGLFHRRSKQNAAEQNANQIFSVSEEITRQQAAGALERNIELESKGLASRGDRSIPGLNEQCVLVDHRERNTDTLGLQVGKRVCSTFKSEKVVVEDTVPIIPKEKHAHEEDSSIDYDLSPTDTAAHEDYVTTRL
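material = TRPC4beta/mu-opioid receptor HEK293 cell line | probe or stimulus = sequential submaximal and maximal DAMGO stimulation | compound dosing = one concentration per compound | measured by = Fluo4 Ca2+ flux fluorescence | evaluation = integrated fluorescence ratio relative to baseline, converted to per-well B score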
TRPC4 act: opens the mouse TRPC4 cation channel | B-score at 10 µM | 0.49% of 310,000 active | AID 2237 | Q9QUQ5 | HEK293 TRPC4beta/mu-opioid, Fluo4 calcium fluorescence; active compounds read high;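 active means B-score above 5 SD of library B-scores, and initial fluorescence ratio not above library mean plus 5 SD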;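 further: positive B-score marks a calcium rise read as TRPC4 activation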
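Material: TRPC4beta and mu-opioid receptor HEK293 stable cells | Incubation: 45 min room-temperature Fluo4 loading, 110 s read | Detection: Kinetic Fluo4 calcium fluorescence | Measure: Integrated baseline-normalised fluorescence ratio, converted to per-well B score | Benchmarks: Low control buffer alone, high control maximal DAMGO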
TRPC4 PAM: allosterically enhances the mouse TRPC4 cation channel; Q9QUQ5; HEK293 TRPC4beta/mu-opioid, DAMGO EC20, Fluo-4 Ca2+ flux; active compounds read high; B-score at 10 µM; 0.42% of 310,000 active; AID 2227;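 active means B-score of calcium response area above 5 SD of library B-scores, with initial fluorescence ratio within 5 SD of library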;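 further: B-score of integrated fluorescence ratio over time as area under calcium response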
SKKanGAS inh: inhibitors of SKKanGAS S. pyogenes growth in kanamycin (SK-promoter or general growth effect); AID 1662; BacTiter-Glo, 6 h; 1.3% of 300,000 active; inhibition, % at 7.5 µM;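 active means mean replicate score, as percent of positive control median, at least 50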;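 further: strain carries kanamycin resistance gene driven by streptokinase promoter and grows in 40 µg/ml kanamycin; loss of luminescence reflects streptokinase promoter inhibition or plain growth inhibition; 0% = median of DMSO wells and 100% = positive control at its reference dose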
TRPC6 activator: mouse TRPC6 channel activation; 0.13% of 310,000 active; AID 2550; HEK293-TRPC6 membrane potential dye fluorescence; active compounds read high; Q61143; B-score at 10 µM;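 active means B-score of the integrated fluorescence ratio above library mean plus 3 SD, and starting fluorescence ratio within library mean plus 5 SD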;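 further: higher score means more depolarization so channel activation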
ANO1 activ: mouse TMEM16A channel activation, primary screen; 0.3% of 340,000 active; Q8BHY3; HEK293 TMEM16A/YFP-H148Q/I152L, iodide quench fluorescence; active compounds read low; B-score at 10 µM;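 active means fluorescence-ratio B-score plate-corrected deviation score at least 3 library SD below zero, with starting fluorescence score within 5 deviations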;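 further: channel opened by trigger with iodide after compound preincubation; score built on the fluorescence ratio of max minus min over baseline; more negative score means more quench and so TMEM16A activation or potentiation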
Numbers without * were called inactive; i = inactive; nt = not tested or not shown.

cpd	SMILES	TRPC6 inhibitor	MrgX1 PAM	MrgX1 antag	MrgX1 ag	TMEM16A inh	TRPC4 block	TRPC4 act	TRPC4 PAM	SKKanGAS inh	TRPC6 activator	ANO1 activ
1	Cc1ccc(NS(=O)(=O)c2cccc3nsnc23)cc1[N+](=O)[O-]	i	i	i	i	i	i	i	i	10	i	i
2	Cc1nc(N2CCN(C(=O)c3cccs3)CC2)c2c3c(sc2n1)CCCC3	i	i	i	i	i	i	i	i	-1	i	i
3	COc1ccccc1NC(=O)Nc1nc(CC(=O)N2CCN(c3ccccc3)CC2)cs1	i	i	i	i	i	i	i	i	16	i	i
4	O=C(N/N=C/c1ccccc1Cl)c1cccc(F)c1	i	i	i	i	i	i	i	i	-11	i	i
5	CNS(=O)(=O)c1ccc(NC(=O)c2ccoc2C)cc1	i	i	i	i	i	i	i	i	-2	i	i
6	COc1ccc(C(=O)N/C(=C/c2ccco2)C(=O)N2CCCCCC2)cc1	i	i	i	i	i	i	i	i	1	i	i
7	Cc1cc(C)nc(/N=C(\N)Nc2cccc([N+](=O)[O-])c2)n1	i	i	i	41*	i	i	i	i	4	i	i
8	CCn1c(SCC#N)nc2c(c1=O)C1(CCCC1)Cc1ccccc1-2	i	i	i	i	i	i	i	i	nt	i	i
9	CC(=O)Nc1ccc2sc(NC(=O)CN3CCOCC3)nc2c1	i	i	i	i	i	i	i	i	1	i	i
10	O=C(CN1C(=O)COc2ccccc21)NCCCN1CCc2ccccc2C1	i	i	i	i	i	i	i	i	-10	i	i
11	Cc1cccc(NC(=O)CSc2nc(C3CC3)nc3ccccc23)c1	i	i	i	i	i	i	i	i	0	i	i
12	COc1ccc(NC(=O)Cn2c(-c3ccccc3)cn(-c3ccc(C)cc3)c2=O)cc1	i	i	i	i	i	i	i	i	-15	i	i
13	CC(C)(C)OC(=O)N1CCC[C@@H]1C(=O)N1CCC(C(=O)O)CC1	i	i	i	i	i	i	i	i	-1	i	i
14	COc1ccc2nc3cc(Cl)ccc3c(Nc3cc(CN4CCCC4)c(O)c(CN4CCCC4)c3)c2n1	-6.6*	i	i	i	i	i	i	i	5	i	nt
15	CCCCN(CC)CCCNC(=O)c1ccc(CSc2nc3ccncc3[nH]2)cc1	i	i	i	i	i	i	i	i	0	i	i
16	CCOC(=O)/C(C#N)=C\C=C1C=CN(C)C=C1	i	i	i	i	i	i	i	i	-6	i	i
17	Cc1onc(-c2ccccc2)c1CNS(=O)(=O)c1ccccc1[N+](=O)[O-]	i	i	i	i	i	i	i	i	7	i	i
18	Cc1[nH]c(=O)c(C(=O)/C=C/c2ccccc2F)c2c1CCCC2	i	i	i	i	i	i	i	i	-7	i	i
19	Cc1cc(C)cc(N2C(=O)CC(N3CCOCC3)C2=O)c1 (centres undefined)	i	i	i	i	i	i	i	i	-3	i	i
20	Cc1ccc(-c2nn3cnnc3c3ccccc23)cc1C	i	i	i	i	i	i	i	i	6	i	i
21	CC1CCCN(C(=O)/C(=C/c2ccco2)NC(=O)c2ccccc2)C1 (centres undefined)	i	i	i	i	i	i	i	i	-2	i	i
22	O=C(CN1C(=O)C2CC=CCC2C1=O)Nc1nc2ccccc2[nH]1 (centres undefined)	i	i	i	i	i	i	i	i	-14	i	i
23	CC(C)=CC(=O)Nc1nc2ccc([N+](=O)[O-])cc2s1	i	nt	nt	nt	nt	i	i	i	0	i	i
24	COc1ccc(CC(=O)NCc2ccccc2)cc1S(=O)(=O)N1CCOCC1	i	i	i	i	i	i	i	i	6	i	i
25	Nc1ccc2nc(COc3ccccc3)[nH]c2c1	i	i	i	i	i	i	i	i	13	i	i
26	CCNC(=O)NC(=O)C(C)On1nnc2ccc(S(=O)(=O)N(CC)CC)cc21 (centres undefined)	i	i	i	i	i	i	i	i	11	i	i
27	CC(OC(=O)c1ccc2c(=O)n3c(nc2c1)CCCCC3)C(=O)Nc1ccc(Cl)cn1 (centres undefined)	i	i	i	i	i	i	i	i	-4	i	i
28	COC(=O)Cn1c2ccccc2c2nc(=O)cc(C)n21	i	i	i	i	i	i	i	i	-14	i	i
29	CC1CCC(=O)N(CCOc2ccccc2)CC1 (centres undefined)	i	i	i	i	i	i	i	i	3	i	i
30	COc1cc([N+](=O)[O-])ccc1NC(=O)CN1CCc2cc(OC)c(OC)cc2C1	i	i	i	i	i	i	i	i	2	i	i
31	C/C(=N/NC(=O)CNC(=O)CCc1ccccc1)c1ccc(Cl)c(Cl)c1	i	i	i	i	i	i	i	i	5	i	i
32	O=C1CCCN1c1ccc(Br)cc1	i	i	i	i	i	i	i	i	2	i	i
33	CSc1nc(N2CCN(Cc3ccc4c(c3)OCO4)CC2)c2ccccc2n1	i	i	i	i	i	i	i	i	1	i	i
34	CN(Cc1c(C(=O)N2CCCCCCC2)nc2ccc(Cl)cn12)C1CCOC1 (centres undefined)	i	i	i	i	i	i	i	i	1	i	i
35	CCN(CCO)C(=O)C12CCC(C)(C(=O)C1)C2(C)C (centres undefined)	i	i	i	i	i	i	i	i	0	i	i
36	COc1cccc(CNC(=O)C2CCCN(S(=O)(=O)c3cnc[nH]3)C2)c1 (centres undefined)	i	i	i	i	i	i	i	i	-3	i	i
37	Nc1nc(/C=C/c2ccc(F)cc2)nc(-c2ccccc2O)n1	i	i	-6.8*	i	i	i	i	i	-4	i	i
38	Cc1nnc(NC(=O)C2CCCN2C(=O)Nc2ccccc2)s1 (centres undefined)	i	i	i	i	i	i	i	i	2	i	i
39	COc1ccccc1CCNC(=O)Cn1ccc2cc(S(=O)(=O)N3CCCC3)ccc21	i	i	i	i	i	i	i	i	1	i	i
40	CCC(=O)OCC(=O)Nc1ncc(C(F)(F)F)cc1Cl	i	i	i	i	i	i	i	i	3	i	i
41	Cc1ccccc1-c1cnn(-c2cccc([N+](=O)[O-])c2)c1N	i	i	i	i	i	i	i	i	7	i	i
42	CCOc1ccc(-c2nc(CSCC(=O)N3CCN(c4cccc(OC)c4)CC3)c(C)o2)cc1	i	i	i	i	100*	i	i	i	12	i	i
43	C=CCOc1cccc(C2C(C(=O)c3ccc(C)o3)=C(O)C(=O)N2CCN(C)C)c1 (centres undefined)	nt	i	i	i	i	nt	nt	nt	nt	nt	i
44	CC(C)(C)NC(=O)NC(=O)COC(=O)CCC1CCCCC1	i	i	i	i	i	i	i	i	7	i	i
45	CCOCCCNC(=O)CCc1ccc(S(=O)(=O)Nc2ccc(C)cc2)cc1	i	i	i	i	i	i	i	i	-3	i	i
46	Cc1cccc([N+](=O)[O-])c1NC(=O)CN(Cc1ccccc1)Cc1ccccc1	i	i	i	i	i	i	i	i	-7	i	i
47	COc1ccc(OCC(=O)OCC(=O)NCc2ccco2)cc1	i	i	i	i	i	i	i	i	-2	i	i
48	COc1ccccc1CC(=O)Nc1ccccc1O	i	i	i	i	i	i	i	i	-3	i	i
49	CCc1nnc(NC(=O)[C@@H](NC(=O)c2cccc(S(=O)(=O)N(CC)CC)c2)C(C)C)s1	i	i	i	i	i	i	i	i	3	i	i
50	COc1ccc([C@@H]2[C@@H]3C(=O)N(C(C)(C)C)C(=O)[C@@H]3[C@]3(C)C(=O)N(c4ccc(C(F)(F)F)cc4)C(=O)N23)cc1	i	i	i	i	i	i	i	i	4	i	i
51	COc1ccc(CCN2C(=NC(=O)CCC(=O)O)SC3CS(=O)(=O)CC32)cc1 (centres undefined)	i	i	i	i	i	i	i	i	-2	i	i
52	COc1ccc(C(CCc2ccc(C)o2)NC(=O)Nc2ccc(OC)cc2OC)cc1 (centres undefined)	i	i	i	i	i	i	i	i	13	i	i
53	CC(C)CNC(=S)N(CCCO)Cc1cc2cc3c(cc2[nH]c1=O)OCO3	i	i	i	i	i	i	i	i	0	i	i
54	O=S(=O)(NC1CC1)c1ccc(S(=O)(=O)N2CCCC(c3nc(-c4cccnc4)no3)C2)cc1 (centres undefined)	i	i	i	i	i	i	i	i	-3	i	i
55	CC(=O)Nc1ccc(OCC(O)Cn2c(CO)nc3ccccc32)cc1 (centres undefined)	i	i	i	i	i	i	i	i	14	i	i
56	Cc1noc(C)c1CSCC(=O)Nc1nnc(CC(C)C)s1	i	i	i	i	i	i	i	i	19	i	i

Next part:
cpd	SMILES	TRPC6 inhibitor	MrgX1 PAM	MrgX1 antag	MrgX1 ag	TMEM16A inh	TRPC4 block	TRPC4 act	TRPC4 PAM	SKKanGAS inh	TRPC6 activator	ANO1 activ
57	Cc1c(NC(=O)Nc2ccc([N+](=O)[O-])cc2)c(=O)n(-c2ccccc2)n1C	i	i	i	i	i	i	i	i	1	i	i
58	COCCCNC(=O)C1CCC(=O)N1Cc1ccccc1Cl (centres undefined)	i	i	i	i	i	nt	i	i	-2	i	i
59	O=C(Cn1nc(-c2ccccc2)c2ccccc2c1=O)Nc1ccc(F)cc1	i	i	i	i	i	i	i	i	6	i	i
60	Cc1cccc(NC(=O)[C@H](Cc2c[nH]c3ccccc23)NC(=O)[C@@H]2Cc3ccccc3CN2)c1	i	i	i	i	i	i	i	i	5	i	i
61	CN(C)CCN(C(=O)c1ccc2ccccc2c1)c1nc2c(F)cc(F)cc2s1	i	i	i	i	i	i	i	i	-3	i	i
62	O=c1[nH]c2ccc(S(=O)(=O)N3CCCC3)cc2[nH]1	i	i	i	i	i	i	i	i	0	i	i
63	O=C(NC1CC1)C1=C[C@@H](c2ccc(Br)cc2)C[C@@H](OCCCCO)O1	i	i	i	i	i	i	i	i	3	i	i
64	CCNC(=O)CSc1nc2ccccc2c(=O)n1-c1cccc(OC)c1	i	i	i	i	i	i	i	i	-6	i	i
65	O=C(NCC(c1cccs1)N1CCOCC1)c1cc(S(=O)(=O)N2CCOCC2)ccc1F (centres undefined)	i	i	i	i	i	i	i	i	17	i	i
66	O=C(CC(=O)NC1CCCCC1)N/N=C/c1cccc2ccccc12	i	i	i	i	i	i	i	i	-21	i	i
67	COc1ccc(OC)c(NC(=O)C2C3CC4OC(=O)C2C4C3)c1 (centres undefined)	i	i	i	i	i	i	i	i	nt	i	i
